Screening results: PubChem BioAssay, several laboratories
MLLE-PAM2 inh = blocks PAM2 peptide binding to the PABP1 MLLE domain; actives 0.36% (n = 360,000); inhibition, % at 20 µM; AID 588489; GST-MLLE / FITC-PAM2 fluorescence polarization; in the data active = inhibition above about 35%, passing the limit was not always enough;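 note: plate controls were DMSO wells with GST-MLLE for no effect and wells lacking GST-MLLE protein for full effect; some results filed as inactive read as strong as hits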
MsrA act = activates bovine MsrA enzyme | purified bovine MsrA, absorbance read-out | activation, % at 10.6 µM | actives 0.3% (n = 360,000); in the data active = activation above about 7.5%;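 note: 0% = vehicle and 100% = reference activator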
FAS TE block = blocks the thioesterase domain of human fatty acid synthase | P49327 | recombinant FAS-TE, OMFH fluorogenic substrate, fluorescence endpoint | inhibition, % at 15 µM | actives 0.67% (n = 360,000) | AID 602261;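 active = compounds whose normalised, plate-corrected inhibition of enzyme fluorescence in the single-dose primary screen is 50% or more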;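 note: 0% = DMSO with enzyme and 100% = substrate without enzyme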
MT1-MMP act inh = MT1-MMP (human) activation inhibition. P50281. HT1080 RFP-PRO-GFP cells, GFP/RFP ratio fluorescence, overnight; percent of plate control window, DMSO zero. GFP/RFP ratio change, % at 20 µM. actives 0.061% (n = 360,000). AID 651647;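 active = GFP/RFP ratio change of at least 30% with cell ATP level not reduced by more than half and red fluorescence within 50% of control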; note: strong numbers were not always called active
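Assay system: RFP-PRO-GFP reporter HT1080 cells; read-out basis: GFP/RFP fluorescence ratio; benchmarks: DMSO wells and RFP-L50D-GFP cells; doses: 20 µM single dose, 1% DMSO; schedule: overnight cell settling, then overnight compound exposure, 37 °C, 5% CO2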
Rin1 Abl inh = inhibitors of human Rin1-Abl protein interaction | inhibition, % at 7.35 µM | P00519+Q13671 | actives 0.4% (n = 360,000) | TR-FRET Rin1/Abl binding, biochemical; in the data active = inhibition above about 5%, passing the limit was not always enough
CSN inh = CSN deneddylation inhibition. actives 0.38% (n = 360,000). inhibition, % at 12.5 µM. Purified CSN, SCF-Nedd8-OG deneddylation, fluorescence polarization. Q92905;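 active = pattern-corrected inhibition above about 35%, with an unprinted fluorescence ratio check between 0.5 and 1.5, limit read from the data, passing the limit was not always enough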;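 note: 0% = enzyme with substrate and 100% = substrate without enzyme; some results filed as inactive read as strong as hits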
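Test system: purified human Csn5 enzyme expressed in HEK293T cells. Amount: 0.24 nM enzyme. Reagent: SCFSkp2-Nedd8OG substrate at 10 nM final. Schedule: 90 min incubation of compound, enzyme and substrate at room temperature. Detection: fluorescence polarization. Read-out: % inhibition of substrate cleavage by Csn5.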
MsrA inh = inhibits bovine methionine sulfoxide reductase A; purified bovine MsrA, absorbance read-out; inhibition, % at 15.5 µM; actives 0.75% (n = 360,000); AID 651718; in the data active = inhibition above about 4.5%;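 note: 0% = vehicle wells with enzyme and 100% = reference inhibitor wells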
Rpn11 block = inhibitors of human proteasome Rpn11 | O00487 | human 26S proteasome, Ub4-pepOG fluorescence polarization; 20S core pre-blocked with epoxomicin | calls only at 20 µM | actives 0.59% (n = 360,000);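 active = inhibition at 20 µM, scaled to each plate's controls, above about 33%, limit read from the data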
Target sequence (O00487 whole entry, looked up): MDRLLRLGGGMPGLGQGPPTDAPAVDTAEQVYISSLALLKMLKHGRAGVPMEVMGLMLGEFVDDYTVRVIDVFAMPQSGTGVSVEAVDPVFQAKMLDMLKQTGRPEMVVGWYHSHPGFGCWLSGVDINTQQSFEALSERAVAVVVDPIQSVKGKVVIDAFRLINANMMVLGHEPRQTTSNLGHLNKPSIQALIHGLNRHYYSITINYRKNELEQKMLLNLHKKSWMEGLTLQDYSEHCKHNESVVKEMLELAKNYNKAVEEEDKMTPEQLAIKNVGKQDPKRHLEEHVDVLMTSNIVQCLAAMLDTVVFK
E coli Lon inh = inhibitors of E. coli Lon protease. AID 602123. actives 0.42% (n = 360,000). purified E. coli Lon protease, fluorescence polarization. P0A9M0. inhibition, % at 7.94 µM; in the data active = inhibition above about 13%, passing the limit was not always enough;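 note: 0% = enzyme with probe and DMSO and 100% = no enzyme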
Target sequence (P0A9M0 whole entry, looked up): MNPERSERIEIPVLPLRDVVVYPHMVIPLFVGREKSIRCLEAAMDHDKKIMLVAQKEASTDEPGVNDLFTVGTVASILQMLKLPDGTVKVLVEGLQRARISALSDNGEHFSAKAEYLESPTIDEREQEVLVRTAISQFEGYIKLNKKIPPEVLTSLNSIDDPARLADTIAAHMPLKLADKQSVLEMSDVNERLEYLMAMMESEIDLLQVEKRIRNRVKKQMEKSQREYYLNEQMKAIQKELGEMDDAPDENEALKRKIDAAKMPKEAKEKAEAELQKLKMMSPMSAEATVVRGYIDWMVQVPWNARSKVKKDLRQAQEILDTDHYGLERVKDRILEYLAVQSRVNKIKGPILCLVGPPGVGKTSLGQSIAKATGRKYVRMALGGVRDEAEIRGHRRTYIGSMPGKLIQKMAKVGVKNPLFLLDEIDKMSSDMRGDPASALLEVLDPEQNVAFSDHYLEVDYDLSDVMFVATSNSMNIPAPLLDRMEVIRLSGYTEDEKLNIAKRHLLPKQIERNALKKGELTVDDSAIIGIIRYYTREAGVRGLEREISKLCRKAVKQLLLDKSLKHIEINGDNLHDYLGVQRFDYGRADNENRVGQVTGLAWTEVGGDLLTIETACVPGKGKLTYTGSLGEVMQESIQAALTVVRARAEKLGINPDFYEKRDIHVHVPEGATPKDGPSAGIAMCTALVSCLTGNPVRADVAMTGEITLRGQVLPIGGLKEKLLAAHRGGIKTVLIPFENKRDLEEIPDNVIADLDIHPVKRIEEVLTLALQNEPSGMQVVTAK
Active calls of the source: *; i = inactive; / = no result given.

1. Cc1cc(C)c(NC(=O)CSc2nnc(CNC(=O)c3c(F)cccc3Cl)o2)c(C)c1
2. O=C(OC1CCOC1=O)c1cc(-c2ccc(Cl)cc2)nc2ccccc12 (configuration not stated)
3. Cc1ccc(CNC(=O)N2CCN(C)CC2)cc1
4. CCOC(=O)c1cc(NC(=O)CNCC(c2ccccc2)N(C)C)cc(C(=O)OCC)c1 (configuration not stated)
5. Cn1c(CN2CCOCC2)nnc1SCc1ccc(C#N)cc1
6. COc1cc2[nH]c(O)c(C=O)c2cc1OC
7. CC1(C)Cc2c(sc(NC(=O)C(=O)NCC3CCCO3)c2C(N)=O)CO1 (configuration not stated)
8. CC(C)C(OC(=O)C1CCCO1)C(=O)NC1CCCC1 (configuration not stated)
assay / entry,1,2,3,4,5,6,7,8
Rpn11 block,i,i,i,i,i,i,i,i
MLLE-PAM2 inh,23.6,-22.0,-3.3,-2.1,5.8,11.7,6.9,-4.2
MsrA act,3.1,-5.1,1.6,2.5,-2.3,-2.1,-2.6,-0.7
FAS TE block,-9.1,24.1,-12.5,2.3,-3.9,-7.6,-6.4,-7.5
Rin1 Abl inh,1.2,-0.5,2.6,1.0,0.1,-5.8,-1.2,-0.1
CSN inh,0.0,1.4,0.9,1.9,-1.1,-0.4,0.0,-4.5
MT1-MMP act inh,0.4,5.7,1.5,-6.5,-2.4,1.1,-1.4,-1.2
MsrA inh,0.1,-0.6,0.2,-0.8,-1.4,0.0,1.2,-1.4
E coli Lon inh,0.1,-1.5,12.8,2.9,6.3,-0.1,1.3,-0.8

9. CCCCOC(=O)C1[C@H]2C(=O)N(CCc3ccccc3)C[C@]23C=C[C@H]1O3 (some centres not stated)
10. CN1CCN(CC(=O)Nc2cccc(S(=O)(=O)N(C)c3ccccc3)c2)CC1
11. CCN(CC)CCN(C)C(=O)c1ccc(OC2CCN(C(=O)C3CC3)CC2)cc1
12. Cc1cc(N/C(=N/S(=O)(=O)c2cc(F)ccc2F)c2ccccc2)n(-c2ccccc2)n1
13. Cn1nc(C(C)(C)C)c(NC(=O)c2cccs2)c1C(C)(C)C
14. Cc1cccc(CCNC(=O)CCS(=O)(=O)c2cc3c(cc2Cl)NC(=O)CO3)c1
15. CCN1CCN(c2ccc(NC(=O)c3ccc4c(c3)[nH]c(=O)n4Cc3ccc(F)cc3)cc2)CC1
16. CC1CCCCC1NS(=O)(=O)c1ccc(S(=O)(=O)N2CCCC2)cc1 (configuration not stated)
assay / entry,9,10,11,12,13,14,15,16
Rpn11 block,i,i,i,i,i,i,i,i
MLLE-PAM2 inh,-0.6,-6.5,0.1,5.9,7.6,12.9,-8.5,-3.5
MsrA act,-8.9,-2.6,0.1,-2.5,-1.9,-3.1,-1.0,-2.0
FAS TE block,0.4,-6.7,-1.0,18.0,-5.7,-0.1,2.2,6.7
Rin1 Abl inh,-0.5,-6.1,3.8,1.3,-3.0,0.8,1.0,1.6
CSN inh,-2.0,-3.0,-14.2,3.0,-2.4,3.9,-3.4,-4.9
MT1-MMP act inh,-9.3,0.2,3.7,-6.7,1.7,/,7.3,9.4
MsrA inh,0.1,0.2,-1.5,3.1,0.4,0.9,1.7,0.0
E coli Lon inh,-11.7,-2.6,-8.3,-3.8,2.8,-1.6,4.7,-4.8

17. COC(=O)c1cc(OC)c(OC)cc1NC(=O)Cc1cccs1
18. COC(=O)/C=C/c1ccc2c(c1)S(=O)(=O)N(c1cccc(OC)c1)[C@H]2CC(=O)OC
19. Nc1nccnc1C(=O)OCC(=O)c1ccc[nH]1
20. O=S(=O)(Nc1cccc(-c2cn3ccsc3n2)c1)c1ccc(F)cc1
21. COc1cc(C(=S)N2CCOCC2)ccc1OC(=O)c1ccccc1C
22. CCCn1c(CN2CCN(C(=O)c3ccco3)CC2)nc2cc(S(=O)(=O)N(C)C)ccc21
23. COc1cc(OC)cc(-c2cc(N3C(=O)Nc4ccccc4N3O)n[nH]2)c1
24. CCC(C)C(NC(=O)/C(=C\c1ccccc1)NC(=O)c1ccc(OC)cc1)C(=O)O (configuration not stated)
assay / entry,17,18,19,20,21,22,23,24
Rpn11 block,i,i,i,i,i,i,i,i
MLLE-PAM2 inh,5.9,-13.8,9.6,1.9,6.6,-3.2,-2.6,-15.3
MsrA act,-6.9,-0.4,-6.1,-1.2,-11.4,-6.7,-15.1,-2.8
FAS TE block,7.5,6.9,-5.9,8.1,13.4,-7.9,-12.3,-7.5
Rin1 Abl inh,-2.5,0.4,6.1,0.9,1.3,1.0,2.2,-0.2
CSN inh,4.4,-2.0,2.4,2.2,-0.9,1.8,-0.4,1.0
MT1-MMP act inh,-0.2,2.1,-5.1,-0.1,1.3,1.5,2.7,3.9
MsrA inh,-1.6,-0.5,1.1,0.8,0.2,-0.4,-0.7,0.5
E coli Lon inh,-7.9,-6.9,-15.1,3.1,3.1,-1.0,6.3,-4.1

Compounds above that contain a thiophene ring, fused or not:
7. CC1(C)Cc2c(sc(NC(=O)C(=O)NCC3CCCO3)c2C(N)=O)CO1 (configuration not stated)
13. Cn1nc(C(C)(C)C)c(NC(=O)c2cccs2)c1C(C)(C)C
17. COC(=O)c1cc(OC)c(OC)cc1NC(=O)Cc1cccs1
assay / entry,7,13,17
Rpn11 block,i,i,i
MLLE-PAM2 inh,6.9,7.6,5.9
MsrA act,-2.6,-1.9,-6.9
FAS TE block,-6.4,-5.7,7.5
Rin1 Abl inh,-1.2,-3.0,-2.5
CSN inh,0.0,-2.4,4.4
MT1-MMP act inh,-1.4,1.7,-0.2
MsrA inh,1.2,0.4,-1.6
E coli Lon inh,1.3,2.8,-7.9

Following part:
25. CCOc1ccc(OCCCC(=O)NC2=NCCS2)cc1
26. O=C(CSc1nc2ccccc2s1)NNC(=S)Nc1ccccc1
27. COc1ccc(N2CCN(c3ncnc4sc(C(=O)NCC5CCCO5)c(C)c34)CC2)cc1 (configuration not stated)
28. O=C(COc1ccc(C(=O)c2ccc(F)cc2)cc1)Nc1cccc(S(=O)(=O)N2CCOCC2)c1
29. CC(C)c1ccc(NC(=O)c2cc(S(=O)(=O)NCC3COc4ccccc4O3)ccc2F)cc1 (configuration not stated)
30. O=C(NC1CC1)C1CCN(S(=O)(=O)c2ccc(Cl)cc2)CC1
31. CCCCC[C@@H](C)N1C[C@H](COCc2ccccc2)Oc2cc(N3CCC[C@H]3CO)ccc2S1(=O)=O
32. CSc1ccc(/C=C/C(=O)OCC(=O)NC2CCS(=O)(=O)C2)cc1 (configuration not stated)
assay / entry,25,26,27,28,29,30,31,32
Rpn11 block,i,i,i,i,i,i,/,i
MLLE-PAM2 inh,36.9,23.6,-5.6,8.5,0.1,-3.4,/,-0.5
MsrA act,-3.8,0.2,-2.5,-1.7,-11.6,0.4,-2.8,-6.0
FAS TE block,-7.5,-7.3,4.6,21.2,21.8,-4.4,3.3,-5.2
Rin1 Abl inh,2.1,0.3,-1.6,-0.1,-1.9,-5.0,/,-0.7
CSN inh,-2.1,1.5,2.1,-4.9,-5.9,2.2,-1.5,1.2
MT1-MMP act inh,1.5,1.3,0.4,-7.6,6.4,2.1,3.7,0.5
MsrA inh,1.4,-0.7,0.4,1.8,1.5,0.2,0.0,4.0
E coli Lon inh,-0.8,1.2,0.8,-4.4,7.0,1.7,3.5,-1.8

33. Clc1ccccc1OCCCn1ccnc1
34. CCCC(C(=O)NNC(=O)c1cc(C)oc1C)c1ccccc1 (configuration not stated)
35. CCC1CCCCN1CCCNC(=O)c1cn(CC)c2ccc(S(=O)(=O)N3CCc4ccccc4C3)cc2c1=O (configuration not stated)
36. CC(C)C(=O)Nc1nc2cc3c(cc2s1)OCO3
37. Cc1ccc(S(=O)(=O)Nc2cc(-c3ccccc3)nn2C)cc1Cl
38. O=C(O)/C=C/C(=O)OC1CC2CCC1C2 (configuration not stated)
39. CCN(CC(=O)Nc1c(F)cccc1F)C(=O)COc1ccc2c(C)cc(=O)oc2c1
40. COCCCNC(=O)C[C@H]1C[C@H](C(=O)N(C(C)C)C(C)C)[C@@]2(C)c3[nH]c4ccc(Cl)cc4c3CCN2C1=O
assay / entry,33,34,35,36,37,38,39,40
Rpn11 block,i,i,i,i,i,i,i,i
MLLE-PAM2 inh,5.5,13.9,-4.2,-6.2,-0.3,-7.5,8.2,7.2
MsrA act,-0.1,-4.5,-5.2,3.8,0.7,-2.8,-11.6,0.3
FAS TE block,-4.9,-8.9,-7.0,-6.1,0.2,-2.6,1.2,3.1
Rin1 Abl inh,2.3,2.3,0.3,-0.2,2.4,-3.0,-3.2,0.9
CSN inh,0.1,-0.3,4.3,-2.7,-1.0,0.5,0.4,-2.8
MT1-MMP act inh,-0.1,0.1,-2.4,-1.1,-1.0,-0.7,-0.3,-0.5
MsrA inh,-1.9,-0.2,0.6,0.1,-1.2,-0.3,0.7,0.4
E coli Lon inh,-3.1,-2.5,10.2,-3.5,-2.8,4.7,1.0,7.9

Part of the list above with just Rin1 Abl inh:
no.	canonical_smiles	Rin1 Abl inh
35	CCC1CCCCN1CCCNC(=O)c1cn(CC)c2ccc(S(=O)(=O)N3CCc4ccccc4C3)cc2c1=O (configuration not stated)	0.3
36	CC(C)C(=O)Nc1nc2cc3c(cc2s1)OCO3	-0.2

Later entries
41. Nc1nccnc1C(=O)OCC(=O)N1CCN(S(=O)(=O)c2ccc(Cl)cc2)CC1
42. CCOC(=O)c1c(C)[nH]c(C)c1S(=O)(=O)NCC(=O)Nc1ccccn1
43. CC1=CC(C)(C)N2C(=O)C3(C(C#N)=C(N)OC4=C3C(=O)CCC4)c3c(C)c(C)cc1c32 (configuration not stated)
44. O=C(NCCc1ccncc1)C12CC3CC(CC(C3)C1)C2
45. CC1=C(C(=O)NCCN2CCOCC2)C2(CCC(C)CC2)OC1=O (configuration not stated)
46. Cc1ccc2nc(C)cc(C(=O)NC3CCCCCC3)c2c1
47. c1ccc(C[n+]2c(-c3ccccc3)csc2Nc2ccccc2)cc1
48. O=C(O)c1ccc(S(=O)(=O)N2CCC3(CC2)CC(=O)c2ccccc2O3)cc1
assay / entry,41,42,43,44,45,46,47,48
Rpn11 block,i,i,i,i,i,i,i,i
MLLE-PAM2 inh,-18.0,1.0,10.9,10.7,-3.9,-36.3,2.0,7.6
MsrA act,-3.2,-1.2,-10.7,-7.0,-3.4,-9.7,-2.5,-5.1
FAS TE block,0.1,-4.6,-10.6,-9.9,-5.6,-3.1,20.2,-5.6
Rin1 Abl inh,2.7,-5.1,-2.5,-2.3,1.3,3.1,-4.8,-1.0
CSN inh,-7.1,-3.8,-4.6,-3.5,-4.6,-1.9,4.3,1.4
MT1-MMP act inh,-6.8,2.9,0.5,3.8,-0.4,0.6,-11.8,4.0
MsrA inh,1.0,-0.1,1.3,-0.1,-0.7,0.0,-0.8,0.1
E coli Lon inh,2.8,-5.6,12.5,0.1,-9.9,-4.1,6.2,-9.5

49. CCN(CC)C(=S)Oc1ccc(Cl)cc1Cl
50. CCOCCN(C(=O)c1ccccc1Cl)c1ccccc1
51. Oc1csc(Cc2nc(-c3ccc4ccccc4c3)cs2)n1
52. CCOc1ccc2c(O)csc2c1
53. CC1CCCN(C(=O)C(C)Sc2nc(-c3ccccc3)cc(C(F)(F)F)n2)C1 (configuration not stated)
assay / entry,49,50,51,52,53
Rpn11 block,i,i,i,i,i
MLLE-PAM2 inh,4.9,-11.2,11.8,12.9,5.1
MsrA act,-1.4,-1.6,-8.2,-2.4,-1.3
FAS TE block,20.8,-3.4,-3.1,-1.5,26.2
Rin1 Abl inh,2.7,-0.3,0.8,-0.1,-1.5
CSN inh,-1.5,4.8,-1.3,8.7,-3.7
MT1-MMP act inh,2.9,-2.5,-3.7,1.1,-5.4
MsrA inh,3.0,-0.4,2.1,0.5,-1.2
E coli Lon inh,-2.0,1.0,-4.6,-8.4,0.6
